GSK3B inh = blocks human GSK3beta kinase activity; P49841; GST-GSK3beta kinase, ADP-Glo luminescence, 60 min; stronger effect = lower value; activity score (negative = inhibition), % at 10 µM; 0.038% of 300,000 active; AID 2097;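 active = more than half of replicate wells score below -50%, meaning over 50% inhibition versus plate controls; inconclusive = some replicates but at most half score below -50%; inactive = no replicate scores below -50%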;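 note: 0% = median DMSO wells and -100% = median GW8510 positive control wells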
Target sequence (P49841 whole entry, looked up): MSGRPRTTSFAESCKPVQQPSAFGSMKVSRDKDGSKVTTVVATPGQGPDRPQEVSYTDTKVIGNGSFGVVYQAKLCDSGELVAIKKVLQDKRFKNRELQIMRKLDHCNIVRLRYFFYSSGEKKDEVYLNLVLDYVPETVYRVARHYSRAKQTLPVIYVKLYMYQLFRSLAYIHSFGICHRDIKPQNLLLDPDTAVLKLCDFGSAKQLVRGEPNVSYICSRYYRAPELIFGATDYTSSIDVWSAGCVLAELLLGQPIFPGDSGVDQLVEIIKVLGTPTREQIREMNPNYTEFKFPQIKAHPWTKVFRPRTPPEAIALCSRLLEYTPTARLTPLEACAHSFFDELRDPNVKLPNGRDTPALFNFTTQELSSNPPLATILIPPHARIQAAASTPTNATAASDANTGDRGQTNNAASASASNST
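Test system: GST-tagged human GSK3beta kinase, cell-free; evaluation: activity score scaled between in-plate DMSO and GW8510 controls; measured by: ADP-Glo luminescence; incubation: 60 min reaction, RT; benchmarks: DMSO and 20 µM GW8510; reagent: peptide substrate plus 25 µM ATP (final); medium: Tris/MgCl2 kinase buffer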
HSF1 inhib = HSF1 inhibition. NIH3T3-HGL HSE-luciferase, MG132-induced, luminescence 8 h; stronger effect = lower value. activity change, negative = inhibition, % at 7.5 µM (by protocol). 0.77% of 300,000 active;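 active = more than half of replicate wells show activity change below -50%, luminescence cut by over half; inconclusive = some wells, but at most half, below -50%; inactive = no replicate well below -50%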;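 note: luciferase reports HSF-1 transcriptional activity via heat shock element; 0% = median of DMSO wells and -100% = zero luminescence signal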
HSP90 inh = blocks HSP90-mediated luciferase refolding in reticulocyte lysate. Rabbit reticulocyte lysate, luciferase refolding luminescence, 3 h. AID 1789. 0.91% of 290,000 active. inhibition, % at 5.6 µM;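 active = inhibition above the screen-wide mean plus 3 SD, computed separately per campaign, cut at about 16% in these data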;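 note: 0% = DMSO wells and 100% = 60 µM geldanamycin wells; inhibitors lower the luminescence because luciferase stays unfolded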
AI-2 QS modul = modulates the Vibrio harveyi AI-2 quorum sensing system; Vibrio harveyi JMH597 AI-2 luminescence/OD600 ratio, 9 h; stronger effect = lower value; strain lacks LuxN and CqsS sensors; 0 = neutral-control median; activity change, % at 7.5 µM; 0.4% of 300,000 active; AID 2094; in the data active = activity change below about -75%, passing the limit was not always enough; inconclusive = no clear call, values can overlap the other calls;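 note: luminescence divided by OD600 gain over 9 h not by final OD600 alone; inactives centre near 13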
DYRK1A inh = Dyrk1A (rat) kinase inhibition. Q63470. ADP-Glo luminescence, NFATc1 peptide. inhibition, % at 12.5 µM. 0.43% of 310,000 active. AID 504441; in the data active = inhibition above about 50%;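 note: plate controls were vehicle with enzyme for no effect and no enzyme for full effect; many of its hits are not listed in these tables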
PolyA inh = inhibitors of polyadenylation in S. cerevisiae. S. cerevisiae SKY197-pL101 polyadenylation reporter, beta-gal luminescence; efflux-impaired pdr1/pdr3 knockout yeast; score 100 = 6 SD above DMSO. calls only at 12 µM. 0.02% of 300,000 active;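 active = lowest replicate activity score at least 50, where 100 means six control SD above control mean; inconclusive = lowest score under 50 but half or more replicates reach 50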;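 note: yeast exposed to compound for 9 h at 30 °C; higher score means more reporter readthrough which indicates perturbed polyadenylation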
HDAC3 inhib = blocks human histone deacetylase 3 | O15379 | recombinant HDAC3, fluorogenic peptide/trypsin coupled, fluorescence | inhibition, % at 8.3 µM | 0.15% of 320,000 active | AID 2718; in the data active = inhibition above about 26%, passing the limit was not always enough; inconclusive = no clear call, values can overlap the other calls
GSK3A inh = blocks human GSK-3 alpha kinase; inhibition, % at 10 µM; AID 2650; 0.1% of 320,000 active; ADP-Glo luminescence, 60 min;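 in the data active = inhibition above about 50%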;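 note: GST-tagged GSK-3 alpha with peptide substrate and 25 µM ATP; 0% = DMSO neutral wells and 100% = GW8510 positive control wells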
Target sequence (P49840 whole entry, looked up): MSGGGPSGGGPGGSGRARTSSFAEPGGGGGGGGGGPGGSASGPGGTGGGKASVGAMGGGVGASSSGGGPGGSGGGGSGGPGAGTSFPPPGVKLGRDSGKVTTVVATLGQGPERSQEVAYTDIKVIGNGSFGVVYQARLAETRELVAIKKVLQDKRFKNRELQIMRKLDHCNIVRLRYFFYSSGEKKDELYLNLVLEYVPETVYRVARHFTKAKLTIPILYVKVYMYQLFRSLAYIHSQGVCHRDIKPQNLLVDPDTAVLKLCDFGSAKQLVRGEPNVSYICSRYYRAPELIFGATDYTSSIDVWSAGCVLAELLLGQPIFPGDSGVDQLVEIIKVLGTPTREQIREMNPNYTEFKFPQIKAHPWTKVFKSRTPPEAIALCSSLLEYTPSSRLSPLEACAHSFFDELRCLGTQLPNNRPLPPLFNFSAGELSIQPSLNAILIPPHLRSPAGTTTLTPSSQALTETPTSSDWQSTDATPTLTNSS
HSF1 activator = increases HSF-1 driven luciferase reporter signal | 1.7% of 300,000 active | activation, % at 9 µM | NIH3T3-HGL HSF-1 luciferase reporter, MG132, 8 h; 100% = twice DMSO control signal;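 active = mean replicate activation of at least 50% with a set share of replicates each reaching 50%; inconclusive = only one of those two conditions met; inactive = mean below 50% and too few replicates reaching it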;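 note: 0% = median of the neutral control wells and 100% = twice that signal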
Platelet DG rel = modulates dense granule release in human platelets; human platelet-rich plasma, SFLLRN dense granule ATP release, luminescence; 0.22% of 300,000 active; inhibition, %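 (compounds screened at 7.5 µM in platelet-rich plasma)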;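 active = mean replicate score, as percent of positive control, at or above 50; inconclusive = mean below 50 but at least one replicate at or above 50; inactive = mean and every replicate below 50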
* = called active by the depositor; i = inactive; ? = inconclusive; . = not tested or not shown. Only part of the results is shown; count on the stated rates, not on these rows.

GSK3B inh,HSF1 inhib,HSP90 inh,AI-2 QS modul,DYRK1A inh,PolyA inh,HDAC3 inhib,GSK3A inh,HSF1 activator,Platelet DG rel,mol
.,.,0,.,-3,.,-1,3,.,.,Cc1cccc(NC(=O)/C(C#N)=C/c2cn(CC(=O)NCc3ccco3)c3ccccc23)c1
2,1,-3,5,-2,i,6,0,-2,5,CCNC(=O)NC(=O)C(C)OC(=O)C(C)(C)Oc1ccc(Cl)cc1 (stereo not given)
1,-1,-2,3,-6,i,-5,-1,16,-2,Cc1cc(=O)oc2cc(OCC(=O)N3CCN(c4ccccc4)CC3)c(Cl)cc12
1,-4,4,15,10,i,1,4,15,-6,CC(=O)N(C)C1=C(N2CCOCC2)C(=O)c2ccccc2C1=O
3,-30,-1,33,2,i,4,0,-49,-5,O=C(CSc1nc2ccccc2c(=O)n1Cc1ccco1)NCCN1C(=O)CSC1=O
-3,-9,6,-1,-1,i,4,-2,-2,-27,CCOC(=O)c1c(NC(=O)C(=O)N/N=C(\C)c2ccc(OC)cc2)sc2c1CCCCC2
2,-9,1,14,11,i,.,-2,3,1,COCCNC(=O)CN1CCCCCC1
0,1,2,3,-12,i,0,-1,-17,14,CC1(C)CC(=O)CC(=NCC(=O)O)C1
2,0,6,11,.,i,10,-4,7,2,C#CCOCCOCCOCCNc1nc(N2CCN(C(=O)[C@H](CCC(=O)O)n3cc(C(N)Cc4ccc(O)cc4)nn3)CC2)nc(N2CCN(C(=O)[C@H](Cc3cc4ccccc4[nH]3)n3cc(C(N)CC(C)C)nn3)CC2)n1 (stereo not given in full)
1,3,-2,6,-5,i,-6,1,2,0,COc1ccc(CNS(=O)(=O)c2ccc(F)c(C(=O)Nc3ccc(OC)cc3)c2)cc1
0,3,0,16,.,i,-5,1,46,0,CN(C)CCCN(C(=O)C1COc2ccccc2O1)c1nc2cc3c(cc2s1)OCO3 (stereo not given)
-1,1,3,15,.,i,-7,-3,-3,-11,CCCCCCc1cc2cc(-c3nnc(-c4cc(OC)c(OC)c(OC)c4)o3)c(=O)oc2cc1O
0,-6,0,17,-8,i,4,.,1,0,O=C(NCC(c1cccnc1)N1CCN(c2ccc(F)cc2)CC1)C1CCCCC1 (stereo not given)
4,2,-1,39,-4,i,-2,-5,3,3,Cc1oc(C(=O)O)cc1COc1cccc2ccccc12
1,.,4,1,-5,i,5,0,.,4,C/C(=C\c1ccco1)C1C(C#N)=C(N)Oc2n[nH]c(-c3ccc(C)cc3)c21 (stereo not given)
0,10,1,8,2,i,1,6,31,8,COc1cc(/C=N/Nc2ccccc2[N+](=O)[O-])cc(OC)c1O
1,0,-3,35,3,i,-2,1,8,0,Cc1noc(C)c1CSCC(=O)N(C)CC(=O)Nc1cccc(F)c1
-1,1,.,0,4,i,-11,-1,3,9,Cc1c(O)c2ccccc2n(-c2ccccc2)c1=O
5,2,4,31,11,i,2,0,10,8,Cc1ccccc1-c1nc(C(=O)NCC2CCCO2)cc2c1[nH]c1ccccc12 (stereo not given)
0,6,2,27,-2,i,8,0,2,16,COc1ccccc1Nc1nc(NCC2CCCO2)c2ccccc2n1 (stereo not given)
-1,-5,-1,3,4,i,7,1,-8,-7,CCCCn1c(SCC(=O)OCC)nc2c(sc(=S)n2-c2ccccc2OC)c1=O
-4,-3,1,2,-1,i,0,0,2,9,CC1(C)NC(=O)N(c2ccccc2Cl)C1(C)NO (stereo not given)
0,-6,1,19,24,i,-6,-1,18,-7,Cc1ccc2nc(NC(=O)C3=NN(c4ccccc4)C(=O)CC3)sc2c1
3,1,.,30,3,i,.,.,-5,13,CCOc1ccc(CCNC(=O)COC(=O)Cn2nc(C)c([N+](=O)[O-])c2C)cc1OCC
4,-10,5,6,5,i,?,0,9,10,Cc1cccc(NC(=O)CCc2nnc3ccc(N4CCC(C)CC4)nn23)n1
-4,-9,6,21,-4,i,-1,-7,-5,-6,CCN(CC(N)=O)S(=O)(=O)c1ccc(F)cc1
-1,0,-1,21,-5,i,-3,-1,7,11,COc1ccc2cc(CN(CC3CCCO3)S(=O)(=O)c3ccccc3Cl)c(=O)[nH]c2c1 (stereo not given)
-2,-6,1,18,7,i,-1,-2,1,-1,CCOC(=O)N1CCN(C(=O)CNS(=O)(=O)c2c(C)cc(C)cc2C)CC1
-6,-6,-2,12,-4,i,0,0,3,4,Cc1cc(C)n(-c2nc3ccccc3c(=O)n2OCc2ccc(F)cc2)n1
1,-8,4,-6,.,i,4,-1,1,-11,Cc1ccccc1-n1c(SCc2csc(Nc3ccccc3)n2)nnc1-c1cccnc1
-1,-1,2,22,-2,i,-2,3,8,0,COCc1c(C(=O)N/N=C(\C)c2ccncc2)nnn1-c1nonc1N
2,-1,1,18,4,i,0,0,3,-14,CC(=O)OCCc1[nH]c2ccccc2c1C
3,-6,0,61,-1,i,6,-1,13,-42,O=C(O)/C=C/C(=O)N(Cc1ccc2c(c1)OCO2)C1CC(=O)N(CCc2ccccc2)C1=O (stereo not given)
-1,8,0,28,4,i,3,0,28,2,CC(=O)OCC1=C(C(=O)O)N2C(=O)C(NC(=O)c3ccc(COc4cccc(Cl)c4Cl)o3)C2SC1 (stereo not given)
-4,-2,-1,12,.,i,-6,-1,-5,7,Cc1cc2cc(CN(Cc3ccc4c(c3)OCO4)Cc3nnnn3C3CCCC3)c(=O)[nH]c2cc1C
-1,9,-4,15,2,i,-6,1,?,-1,CCOc1ccc(CNc2ccc(N3CCN(Cc4ccccc4)CC3)cc2)cc1
2,3,.,14,-3,i,7,.,-7,5,COc1ccc(C(CCN2CCCC(C)C2)c2c(OC)cc(OC)c3c(-c4ccccc4)cc(=O)oc23)cc1 (stereo not given)
1,-6,2,1,3,i,6,2,-1,2,O=C(NC1CCCCC1)C1CC(=O)N(c2cccc([N+](=O)[O-])c2)C1 (stereo not given)
0,5,0,32,.,i,3,1,11,-3,N#C/C(=C\c1cccnc1)C(=O)Nc1cccc(Cl)c1
-3,-2,-2,27,-8,i,0,2,-1,6,COc1ccc(Cn2c(=O)cc(C)[nH]c2=S)cc1
1,-4,2,25,-3,i,5,-7,-10,-3,Cc1c(C(=O)N2CCOCC2)[nH]c2c1C(=O)CC(c1ccccc1Cl)C2 (stereo not given)
2,-2,3,18,2,i,6,0,-5,6,Cc1ccc[n+](CC(=O)/C=C2\N(C)c3ccccc3C2(C)C)c1
5,0,-1,6,-8,i,1,1,-1,-7,CN1C(=O)N(C)C2(c3ccccc3)N(C)C(=O)NC12c1ccccc1 (stereo not given)
0,-4,-1,20,-6,i,-1,2,-5,0,COc1cc(C(=O)OCC(=O)Nc2ccc3c(c2)OC(F)(F)O3)ccc1OCc1c(C)noc1C
0,1,-1,21,.,i,-13,-2,-15,.,COCC(=O)Nc1nnc(-c2cccs2)s1
1,-9,0,12,0,i,-2,-5,1,6,CCc1cccc(C)c1NC(=O)c1ccc2c(c1)CCN2S(C)(=O)=O
-3,-10,-1,32,3,i,1,-4,-19,-7,O=C(c1cc(-c2ccncc2)nc2ccc(Cl)cc12)N1CCN(C(=O)C2CCCO2)CC1 (stereo not given)
1,1,0,18,-1,i,-6,11,-5,-3,CCCCNC(=O)c1cn(CC)c2cc(N3CCN(C(=O)c4ccco4)CC3)c(F)cc2c1=O
0,-4,-2,8,-2,i,-4,-2,-5,4,O=C(NN1C(=O)c2ccccc2NC1c1cccnc1)c1ccccc1 (stereo not given)
0,0,-2,1,38,i,1,-1,36,-9,CC(=O)c1cccc(NC(=O)COc2ccc(S(=O)(=O)N3CCCCC3)cc2)c1
-5,0,.,-22,.,i,-3,1,9,2,COc1ccc(-c2cnc(SCCNC(=O)c3ccc4c(c3)OCO4)[nH]2)cc1
-1,-4,-5,-1,-2,i,-11,0,-7,1,CCN1CCN(C(=O)Cn2ncc3c([nH]c4ccccc43)c2=O)CC1
5,-5,-2,4,-6,i,3,-1,10,1,N#Cc1ccc(COC(=O)CSc2nnc(N)s2)cc1
2,5,3,13,-5,i,1,0,22,-1,O=C(Nc1nccs1)c1ccccn1
1,-3,-2,8,.,i,-11,1,-2,-1,Cc1c(C(=O)N2CC(C)OC(C)C2)sc2nc(-c3ccccc3)cn12 (stereo not given)
-4,12,0,10,1,i,6,0,12,7,CNC(=S)N/N=C/c1cn(Cc2ccc(C)cc2)c2ccccc12

Continued.
GSK3B inh,HSF1 inhib,HSP90 inh,AI-2 QS modul,DYRK1A inh,PolyA inh,HDAC3 inhib,GSK3A inh,HSF1 activator,Platelet DG rel,mol
6,-4,12,19,3,i,-2,1,-3,12,Cc1ccccc1NS(=O)(=O)c1ccc(NC(=O)c2nc3ncccn3n2)cc1
-1,1,3,41,-2,i,5,0,8,1,C/C(=N/NC(=O)Cc1cc(=O)[nH][nH]1)c1ccc([N+](=O)[O-])cc1
3,-19,-3,14,-3,i,-5,0,-28,-13,O=C(/C=C\c1ccc(-c2ccccc2)o1)c1ccccc1
2,0,-1,15,-1,i,-1,0,8,-5,Cc1nc2c(ncn2-c2ccccc2)c(=O)n1NC(=O)CN1CCCC1
-3,-4,1,6,5,i,2,-2,-5,-7,COc1ccc(S(=O)(=O)N2CC(C(=O)O)Oc3ccc(CC(=O)O)cc32)cc1 (stereo not given)
1,-5,.,5,9,i,-1,0,-7,-2,CCCCn1c(N)c(N(CCOC)C(=O)C2CCN(S(=O)(=O)c3ccc(C)c(C)c3)CC2)c(=O)[nH]c1=O
2,9,-1,35,-3,i,3,-5,6,-3,Cc1ccccc1NC(=O)CSc1n[nH]c(-c2ccccn2)n1
-2,-7,4,11,3,i,0,-2,7,-3,Cc1nn(-c2ccccc2)c(N2CCCC2)c1/C=N/NC(=O)c1cc2ccccc2cc1O
1,-1,-5,28,1,i,3,-3,-3,2,CCC1CCCCN1CCCNC(=O)CCNC(=O)Cn1cnc2ccccc2c1=O (stereo not given)
-2,12,2,17,-2,i,1,0,21,1,OCCCc1cn(-c2ccccc2)c2ccccc12
0,-5,1,33,0,i,-8,0,-6,1,CN1C=C(C(F)(F)F)C=C/C1=C(\C#N)c1nnc2n1CCCCC2

As a working copy, some entries already given.
GSK3B inh,HSF1 inhib,HSP90 inh,AI-2 QS modul,DYRK1A inh,PolyA inh,HDAC3 inhib,GSK3A inh,HSF1 activator,Platelet DG rel,mol
6,-4,12,19,3,i,-2,1,-3,12,Cc1ccccc1NS(=O)(=O)c1ccc(NC(=O)c2nc3ncccn3n2)cc1
-1,1,3,41,-2,i,5,0,8,1,C/C(=N/NC(=O)Cc1cc(=O)[nH][nH]1)c1ccc([N+](=O)[O-])cc1
3,-19,-3,14,-3,i,-5,0,-28,-13,O=C(/C=C\c1ccc(-c2ccccc2)o1)c1ccccc1
2,0,-1,15,-1,i,-1,0,8,-5,Cc1nc2c(ncn2-c2ccccc2)c(=O)n1NC(=O)CN1CCCC1

High-throughput results as filed in PubChem BioAssay.
